PTK2B oligo ant: Pyk2 (human) oligomerization antagonism; Q14289; z-score (the deposit names both 25 µM and 10 µM); Q293 cells, Pyk2 FERM NanoBiT luminescence; hits give low values; actives 0.83% (n = 99,000);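 active = Z-score of -3 or lower, scaled per plate to the spread of control and sample wells; inactive = z-score above -3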;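 also: negative z-score means lost luminescence so less FERM oligomerization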
Target sequence (Q14289 whole entry, looked up): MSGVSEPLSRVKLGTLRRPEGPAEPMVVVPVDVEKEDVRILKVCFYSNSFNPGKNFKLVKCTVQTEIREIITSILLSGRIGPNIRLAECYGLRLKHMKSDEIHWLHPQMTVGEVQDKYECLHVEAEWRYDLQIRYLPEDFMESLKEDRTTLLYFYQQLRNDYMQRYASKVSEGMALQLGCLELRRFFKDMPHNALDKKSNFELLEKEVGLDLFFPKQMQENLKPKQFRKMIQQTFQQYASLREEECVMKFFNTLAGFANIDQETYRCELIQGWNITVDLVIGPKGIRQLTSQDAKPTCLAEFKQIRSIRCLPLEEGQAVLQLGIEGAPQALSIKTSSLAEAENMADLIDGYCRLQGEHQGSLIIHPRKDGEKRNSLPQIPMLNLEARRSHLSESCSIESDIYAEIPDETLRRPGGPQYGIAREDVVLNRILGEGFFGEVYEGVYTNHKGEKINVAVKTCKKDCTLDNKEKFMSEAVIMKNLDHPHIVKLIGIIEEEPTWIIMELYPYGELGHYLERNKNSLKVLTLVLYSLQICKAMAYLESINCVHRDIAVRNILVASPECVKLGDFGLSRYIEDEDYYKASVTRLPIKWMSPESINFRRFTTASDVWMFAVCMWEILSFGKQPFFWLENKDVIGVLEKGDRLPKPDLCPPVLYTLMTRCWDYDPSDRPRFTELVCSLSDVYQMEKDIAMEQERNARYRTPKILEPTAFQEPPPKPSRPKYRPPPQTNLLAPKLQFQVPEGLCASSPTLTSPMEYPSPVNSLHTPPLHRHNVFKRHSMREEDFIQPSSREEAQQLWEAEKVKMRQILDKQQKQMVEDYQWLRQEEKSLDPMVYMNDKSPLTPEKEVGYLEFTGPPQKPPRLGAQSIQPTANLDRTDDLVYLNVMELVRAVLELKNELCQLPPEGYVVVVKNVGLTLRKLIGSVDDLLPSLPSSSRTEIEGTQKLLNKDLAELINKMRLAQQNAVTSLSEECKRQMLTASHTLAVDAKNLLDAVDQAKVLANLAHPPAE
LYP inh 2: blocks human PTPN22 phosphatase activity. Q9Y2R2. recombinant LYP catalytic domain, DiFMUP fluorescence. inhibition, % at 2 µM. actives 0.21% (n = 96,000). AID 640;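 active = inhibition at 2 µM at or above a set limit, the screen mean plus 3 SD, cut at about 24% in these data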;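 also: 0% = DMSO with enzyme and 100% = enzyme fully blocked by orthovanadate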
FAK inh: blocks human focal adhesion kinase activity; Q05397; biochemical FAK kinase activity assay; actives 0.84% (n = 97,000); inhibition, %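 (tested at 7 µM)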; in the data active = inhibition above about 19%;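 also: 0% = DMSO and 100% = reference compound high control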
ERa coact inh: ER-alpha (human) coactivator binding inhibition; P03372; TR-FRET ER-alpha LBD / SRC-1 peptide, estradiol-bound; actives 1.7% (n = 86,000); AID 629; inhibition, % at 25.6 µM; in the data active = inhibition above about 50%;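 also: 0% = receptor plus peptide control and 100% = peptide only without receptor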
HUVEC tox TNFa: toxic to HUVEC cells under TNF alpha stimulation. HUVEC TNFalpha-stimulated, Hoechst cell count, imaging. cell count reduction, % at 2 µM. actives 0.17% (n = 93,000). AID 848;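 active = cell count reduction exceeding the screen mean by over 5 SD, scaled to untreated wells per plate, cut at about 78% in these data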;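 also: cells counted after 24 h of TNF alpha exposure following the 1 h pretreatment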
cytoskel mod: alters cytoskeleton assembly in HUVEC cells; HUVEC TNFa F-actin phalloidin imaging, high content; actives 0.18% (n = 91,000); AID 836; inhibition, % at 2 µM;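 active = inhibition above the batch mean plus 3 SD and confirmed as a hit by visual image inspection, cut at about 30% in these data, passing the limit was not always enough; inconclusive = above the inhibition threshold but rejected on visual inspection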; also: strong numbers were not always called active
IL1B cytotox: HUVEC cytotoxicity counter-screen, IL-1B stimulated; HUVEC cell count loss, Hoechst imaging; cell count reduction, % at 2 µM; actives 0.41% (n = 94,000); AID 845;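 active = cell count reduction more than 3 SD above the screen-wide mean, cut at about 70% in these data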;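 also: normalized per plate to untreated control cells as the no-loss baseline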
VCAM1 TNFa inh: reduces TNF alpha induced VCAM1 expression in HUVEC; HUVEC TNFa-induced VCAM-1 immunofluorescence, high-content imaging; inhibition, % at 2 µM; actives 0.48% (n = 95,000); AID 802;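 active = inhibition above the batch mean plus 3 SD, with images confirmed as a hit by eye, cut at about 37% in these data; inconclusive = inhibition above that limit but hit not confirmed in images; inactive = inhibition not above that limit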;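 also: 0% = TNF-stimulated DMSO wells and 100% = unstimulated control wells; not every result past the cut was called active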
LYP act: increases human PTPN22 phosphatase activity | Q9Y2R2 | recombinant LYP, DiFMUP fluorescence; 0 = plate median, 100 = signal doubled | activation, % at 2 µM | actives 0.11% (n = 96,000) | AID 697;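 active = activation at 2 µM above a set limit, the mean plus 5 SD, cut at about 37% in these data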
The depositor's hits bear a star; ? = inconclusive; · = no result given; [ ] = another dose, or the depositor's remark.

SMILES	PTK2B oligo ant	LYP inh 2	FAK inh	ERa coact inh	HUVEC tox TNFa	cytoskel mod	IL1B cytotox	VCAM1 TNFa inh	LYP act
CC1=C(C#N)C(c2ccc3ncccc3c2)C(C#N)=C(C)N1	-0.34	-10	1	-16	12	-15	-23	4	4
COC(=O)C(CCSC)NC(=O)C(NC(=O)C1CCC(C)CC1)C(C)C (configuration not stated)	-0.06	-7	3	2[fluorescence artefact?]	34	8	-6	23	4
Cn1c(=O)c(=O)n(C)c2cc(S(=O)(=O)N3CCN(C4CCCCC4)CC3)ccc21	·	1	-1	7[fluorescence artefact?]	-26	-15	-14	19	-2
O=C1CCC(C(=O)OCc2ccccc2)N1 (configuration not stated)	0.98	2	1	·	-2	2	-14	14	-2
CCC(C)n1cnc2c(c1=O)c1nc3ccccc3nc1n2Cc1ccccc1OC (configuration not stated)	-1.9	-1	1	17[fluorescence artefact?]	-51	-13	-12	-4	1
O=C(NC1CCCCC1)C(c1ccc(O)cc1)N(CC1CCCO1)C(=O)C1COc2ccccc2O1 (configuration not stated)	-0.65	1	1	22	-11	6	-6	-2	2
NC(=O)NC(c1ccccc1)c1ccccc1F (configuration not stated)	-1.6	-2	-9	-5	-21	5	2	-3	9
CC(=O)N1c2ccccc2N(Cc2ccc(C)cc2C)C(=O)C1(C)C	·	-2	·	-6	-6	-15	-12	8	0
Cc1cc2ncc(-c3ccc(Cl)cc3)c(N)n2n1	·	-2	11	-6	41	4	25	20	-1
Cc1nn(C(C)C(=O)O)c2ccccc12 (configuration not stated)	0.17	-15	-1	6	3	·	1	-2	15
COc1cccc(CN2C(=O)Nc3ccccc3C(=O)N2C(C)(C)C)c1	-0.87	-4	0	0	4	10	-4	13	4
COc1ccc(CCNC(=O)Cc2cc(OCc3ccccc3)c(OC)cc2[N+](=O)[O-])cc1OC	0.24	0	2	·	-12	-8	-75	7	4
COC(=O)c1sccc1NC(=O)CCC1CCCC1	-0.84	1	-2	12	-16	?	5	12	1
CCN1CC2CCCC3(C1)C(=O)NC1(CCCCC1)N=C23 (configuration not stated)	1.4	-7	-4	-4	-48	32	-49	-2	4
COc1ccc(CNC(=O)C2CC(c3ccccc3[N+](=O)[O-])=NO2)cc1 (configuration not stated)	·	7	-12	·	1	·	-2	-6	-5
Cc1ccccc1NC(=O)N1C2CCCC1CC(NC(=O)C1CC1)C2 (configuration not stated)	0.43	9	6	-3	2	-3	22	5	-6
N#CC1=C(N)Oc2n[nH]c(-c3ccc(F)cc3)c2C1c1cccc(OC(=O)N2CCOCC2)c1 (configuration not stated)	0.09	8	-3	9	-6	8	-53	3	-5
COc1ccc(Cl)cc1N1C(=O)[C@@H]2C(c3cccc(OC)c3OC)=NO[C@@H]2C1=O	2.1	-8	-2	-4	-22	21	-19	13	9
CCCNS(=O)(=O)c1ccc(NC(=O)Cc2cccs2)cc1	0.1	-10	0	-6	-16	1	-75	7	4
C/C(=C\c1ccco1)C1C(C#N)=C(N)Oc2n[nH]c(-c3ccccc3)c21 (configuration not stated)	-0.65	-22	5	·	-16	-6	-9	0	20
C=CCOc1ccc(CNn2nnnc2N)cc1	-0.6	5	1	-6	0	9	3	-5	-1
Cc1ccc(C(C(=O)NC2CCCC2)N(Cc2ccc3c(c2)OCO3)C(=O)Cc2cccs2)cc1 (configuration not stated)	-1.8	9	1	-34	·	-3	24	-5	-10
COc1ccc(/C=N/n2c(N)nc(-c3ccccc3)c2-c2ccccc2)cc1	-0.44	9	3	·	5	10	-14	-5	-6
COc1ccc(N2CCN(C(=S)Nc3cccc(C)c3C)CC2)cc1	0.25	4	2	·	0	4	5	6	-1
O=C(CCCCCN1C(=O)c2ccccc2C1=O)NCc1ccco1	-0.39	3	1	1	3	-4	-22	-1	-5
More records follow:
SMILES	PTK2B oligo ant	LYP inh 2	FAK inh	ERa coact inh	HUVEC tox TNFa	cytoskel mod	IL1B cytotox	VCAM1 TNFa inh	LYP act
CC1=C(C(=O)OC(C)(C)C)C(c2ccco2)C(C#N)=C(N)O1 (configuration not stated)	0.47	14	2	-5	-17	5	1	-9	-17
CCNc1nc(OCCNS(=O)(=O)c2cc(C)ccc2C)nc(N(C)C)n1	3	-11	0	-3	-21	-9	8	-37	11
COc1cccc(Cn2cccc(NC(=O)NC3CCCCC3)c2=O)c1	1.4	5	3	10	-23	-17	-21	10	-7
CCOC(=O)c1ccc(NC(=O)CN2C(=O)CNC2=O)cc1	0.7	7	1	·	-3	-5	-40	1	-6
O=C(NC1CCSC1=O)c1ccc(Oc2cccc(C(F)(F)F)c2)nc1 (configuration not stated)	0.66	2	-3	·	-23	6	-7	-5	0
O=C(O)c1ccc(N2C(=O)C3ON(c4ccccc4)C(c4ccccc4F)C3C2=O)cc1 (configuration not stated)	-0.76	5	-5	2	8	-9	-73	-3	-6
O=C1C=C(c2cccs2)CC(c2cccs2)C1n1cnc([N+](=O)[O-])c1 (configuration not stated)	-0.13	-6	1	0	-11	10	-16	11	8
Cc1ccc(N2CN=C(c3ccccc3)NC2=S)cc1	-0.06	3	0	4	-2	-4	-1	12	0
O=C(CS(=O)c1cccc(Cl)c1)Nc1ccccc1Cl (configuration not stated)	-0.42	11	2	·	1	-25	-14	2	-8
CCOc1ccc(C2=C(C=Nc3c(C)n(C)n(-c4ccccc4)c3=O)C(c3ccc(F)cc3)c3ccccc3O2)cc1 (configuration not stated)	-0.87	17	-3	·	-9	1	-1	3	-17
Cc1c(C(=O)N2CCN(C)CC2)oc2c1C(=O)CC(C)(C)C2	-0.3	2	-3	-1	36	4	3	30	0
Cc1ccc(NC(=O)/C=C/c2cccs2)c([N+](=O)[O-])c1	-0.25	16	3	·	-20	12	-12	11	-12
COC(=O)COc1ccc(S(=O)(=O)Nc2ccc(C(N)=O)cc2)cc1	0.03	-6	2	11	-18	-4	13	-2	6
CCOc1ccc(NC(=O)CC2NCCNC2=O)cc1 (configuration not stated)	-0.52	5	0	-22	-32	7	-2	-5	-5
Cc1ccccc1NC(=O)c1cc(S(=O)(=O)N2CCCCC2)cs1	-0.54	-9	-1	2[fluorescence artefact?]	-21	1	-84	0	8
CCNC(=O)COn1c(SCC(=O)NCC)nc2ccccc2c1=O	-0.42	2	-6	-9	-18	1	-10	-5	-4
Cc1cc2n(n1)C(c1ccsc1)Nc1ccccc1-2 (configuration not stated)	-0.06	-5	2	4[fluorescence artefact?]	-18	-20	-10	0	1
Cc1ccc(C2(c3ccc(C)cc3)NC(=O)N(Cc3c(C)noc3C)C2=O)cc1	-0.04	2	-4	-8	-15	17	9	11	-4
COc1cc(OC)cc(-n2nc(C(=O)N3CC(C)CC(C)C3)c3ccccc3c2=O)c1 (configuration not stated)	-0.98	-6	-2	6	-6	-34	·	-23	3
O=C(Nc1ncc2c(n1)-c1ccccc1CC2)c1ccc(Cl)cc1	0.71	-1	11	·	10	-23	-26	10	4
COc1ccc(O)c(-c2cc(C(F)(F)C(F)F)nc(-c3ccccc3)n2)c1	-0.51	-10	-7	-2	-7	·	-6	3	12
CC(NC1CCCC1)C(=O)Nc1ccccc1-c1ccccc1 (configuration not stated)	0.07	0	-4	-3	-8	6	6	5	0
COCCCNc1ncnc2ccc(C)cc12	2.4	-1	-1	-7	-9	18	37	14	0
CCOC(=O)c1ccc(COC(=O)CNC(=O)CNC(=O)c2ccc(OC)cc2)o1	0.58	0	-1	-22	-3	-7	8	-4	-5
Cc1ccc(CSc2nnc3c(n2)OC2(Nc4ccccc4-3)C(=O)Nc3ccc(F)cc32)cc1 (configuration not stated)	-0.16	-2	-2	·	-10	-2	-44	28	5

Laid out differently: entries from further up
The line under a structure holds: PTK2B oligo ant	LYP inh 2	FAK inh	ERa coact inh	HUVEC tox TNFa	cytoskel mod	IL1B cytotox	VCAM1 TNFa inh	LYP act
- Cc1ccc(N2CN=C(c3ccccc3)NC2=S)cc1
→ -0.06	3	0	4	-2	-4	-1	12	0
- CCNc1nc(OCCNS(=O)(=O)c2cc(C)ccc2C)nc(N(C)C)n1
→ 3	-11	0	-3	-21	-9	8	-37	11
- Cc1cc2n(n1)C(c1ccsc1)Nc1ccccc1-2 (configuration not stated)
→ -0.06	-5	2	4[fluorescence artefact?]	-18	-20	-10	0	1
- CCOC(=O)c1ccc(NC(=O)CN2C(=O)CNC2=O)cc1
→ 0.7	7	1	·	-3	-5	-40	1	-6
- O=C(CS(=O)c1cccc(Cl)c1)Nc1ccccc1Cl (configuration not stated)
→ -0.42	11	2	·	1	-25	-14	2	-8
- O=C(Nc1ncc2c(n1)-c1ccccc1CC2)c1ccc(Cl)cc1
→ 0.71	-1	11	·	10	-23	-26	10	4

Rewritten as labelled records: entries from further up
Structure: CCNC(=O)COn1c(SCC(=O)NCC)nc2ccccc2c1=O
  PTK2B oligo ant: -0.42	LYP inh 2: 2	FAK inh: -6	ERa coact inh: -9	HUVEC tox TNFa: -18	cytoskel mod: 1	IL1B cytotox: -10	VCAM1 TNFa inh: -5	LYP act: -4

Structure: Cc1cc2n(n1)C(c1ccsc1)Nc1ccccc1-2 (configuration not stated)
  PTK2B oligo ant: -0.06	LYP inh 2: -5	FAK inh: 2	ERa coact inh: 4[fluorescence artefact?]	HUVEC tox TNFa: -18	cytoskel mod: -20	IL1B cytotox: -10	VCAM1 TNFa inh: 0	LYP act: 1

Structure: Cc1ccc(C2(c3ccc(C)cc3)NC(=O)N(Cc3c(C)noc3C)C2=O)cc1
  PTK2B oligo ant: -0.04	LYP inh 2: 2	FAK inh: -4	ERa coact inh: -8	HUVEC tox TNFa: -15	cytoskel mod: 17	IL1B cytotox: 9	VCAM1 TNFa inh: 11	LYP act: -4

Structure: COc1cc(OC)cc(-n2nc(C(=O)N3CC(C)CC(C)C3)c3ccccc3c2=O)c1 (configuration not stated)
  PTK2B oligo ant: -0.98	LYP inh 2: -6	FAK inh: -2	ERa coact inh: 6	HUVEC tox TNFa: -6	cytoskel mod: -34	IL1B cytotox: ·	VCAM1 TNFa inh: -23	LYP act: 3

Next entries.
SMILES	PTK2B oligo ant	LYP inh 2	FAK inh	ERa coact inh	HUVEC tox TNFa	cytoskel mod	IL1B cytotox	VCAM1 TNFa inh	LYP act
Cc1ccccc1Cn1nc(C)c(NC(=O)c2noc3c2CCCC3)c1C	-0.22	0	0	-12	-15	-2	-14	-10	0
CCOC(=O)c1ccc(C(=O)OCC)nc1	0.34	7	10	1	-6	13	31	-7	-7
CC(C)NC(=O)c1cc2c(-c3ccc(Cl)cc3)nn(C)c2s1	·	7	0	-3	45	-10	-3	-6	-10
O=C(O)c1ccccc1C(=O)NCc1cccnc1	-0.24	-8	4	-35	-10	-8	-8	4	6
O=C(c1ccc(CS(=O)(=O)c2ccccc2)o1)N1CCOCC1	·	4	-3	-5	-6	13	-18	-20	-6
Cc1oc(C(C)(C)C)cc1C(=O)Nc1ccc(C(=O)O)cc1	-0.34	1	-3	-5	-53	-3	-3	-23	-3
Cc1ccc(C)c(NS(=O)(=O)c2cc(C(=O)Nc3cccc(N(C)S(C)(=O)=O)c3)ccc2C)c1	-2.4	0	-2	·	-11	-2	-28	18	5

Screening results from PubChem BioAssay.

Compounds were not picked by outcome. Share with any hit: about 3.8%.
